Screens from PubChem.
GPR55 beta-arrestin = GPR55 agonists via beta-arrestin recruitment, primary screen, imaging, U2OS cells, beta-arrestin-GFP redistribution (AID 1961); G-protein coupled receptor 55 (Homo sapiens); U2OS GPR55 beta-arrestin-GFP redistribution imaging; higher % means a stronger effect; activation, % at 10 µM; hits with a dose series show EC50 in µM; actives 0.048% (n = 290,000);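 active means activation above 40% with more than 50 cells counted in the well; inconclusive means wells holding fewer than 50 cells, flagged as toxic or sparse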;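 further: U2OS osteosarcoma cells stably expressing GPR55 and beta-arrestin-GFP; plate controls were DMSO negative control for no effect and LPI positive control for full effect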
KOR beta-arrestin-1 = KOR agonists, beta-arrestin recruitment, primary screen, cell-based, luminescence, uHTS (AID 1777). KOR beta-arrestin recruitment, luminescence; higher % means a stronger effect. one-dose activation, % at 10 µM; EC50 in µM for titrated hits. actives 0.02% (n = 280,000); in the data active means activation above about 50%, passing the limit was not always enough; further: a part of the inactive calls stands beside numbers as strong as those of hits
GPR55 antagonists = GPR55 antagonists blocking LPI-driven arrestin recruitment, primary screen, imaging, U2OS, beta-arrestin-GFP, LPI agonist (AID 2013); G-protein coupled receptor 55 (Homo sapiens); U2OS GPR55 beta-arrestin-GFP translocation imaging, LPI antagonism; higher % means a stronger effect; one-dose inhibition, % at 10 µM; IC50 in µM for titrated hits; actives 0.13% (n = 290,000);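 active means spots per cell inhibited over 60%, with over 100 cells counted and total cytoplasm intensity under 500,000; inconclusive means wells with under 100 cells, flagged as likely toxic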;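 further: U2OS cells stably carrying GPR55 and arrestin-GFP stimulated by 5 µM LPI near EC80; imaged beta-arrestin-GFP aggregate spots per cell after agonist stimulation; plate controls were LPI-stimulated DMSO wells for no effect and DMSO wells without LPI for full effect; some results filed as inactive read as strong as hits; confirmed hits need IC50 under 10 µM and bright autofluorescent wells are also inconclusive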
Dengue-2 NS5 capping = Dengue-2 NS5 methyltransferase inhibitors, primary screen, biochemical, confirmation dose response (AID 588689) | Genome polyprotein (Dengue virus type 2 (strain 16681-PDK53)) | Dengue-2 NS5 methyltransferase capping enzyme assay, biochemical; higher % means a stronger effect | inhibition, % at 25 µM, or IC50 in µM where a hit was titrated | actives 0.3% (n = 340,000); in the data active means a potency from the dose series; inconclusive means inhibition above about 29% without an active follow-up result
GPR35 arrestin U2OS = GPR35 antagonists blocking zaprinast-driven arrestin recruitment, primary screen, imaging, U2OS, beta-arrestin-GFP, zaprinast agonist (AID 2058); G-protein coupled receptor 35 (Homo sapiens); U2OS GPR35 beta-arrestin-GFP translocation imaging, zaprinast antagonism; higher % means a stronger effect; inhibition, % at 10 µM; hits with a dose series show IC50 in µM; actives 0.052% (n = 290,000);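 active means inhibition of at least 50% with at least 30 cells and total cytoplasm GFP at most 10,000,000; inconclusive means under 30 cells or total GFP of 10,000,000 plus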
KOR beta-arrestin-2 = KOR antagonists, beta-arrestin recruitment, cell-based, luminescence, uHTS (AID 1778) | KOR beta-arrestin recruitment, luminescence, antagonist mode; higher % means a stronger effect | inhibition, % at 10 µM, or IC50 in µM where a hit was titrated | actives 0.091% (n = 290,000); in the data active means inhibition above about 50%; further: strong numbers were not always called active
West Nile antiviral = West Nile virus antiviral activity, cell-based, CPE readout (AID 1621); actives 0.02% (n = 290,000); West Nile virus-infected cells, CPE inhibition; higher % means a stronger effect; CPE inhibition, % at 10 µM, or IC50 in µM where a hit was titrated; in the data active means a potency from the dose series; inconclusive means CPE inhibition mostly from about 3.7% at the one dose, without a potency; inactive means the rest, 99 in 100 with CPE inhibition below about 2.2%; further: strong numbers were not always called active
NOD1 NF-kB reporter = NOD1 signaling inhibitors, primary screen, cell-based, luminescence, uHTS (AID 1578) | NOD1-driven NF-kB luciferase reporter cells, luminescence; higher % means a stronger effect | inhibition, % at 4 µM; hits with a dose series show EC50 in µM | actives 1% (n = 290,000); in the data active means inhibition mostly above about 36%, no sharp cut-off; inactive means mostly below about 34%;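 further: HEK-293T reporter cells stimulated with the NOD1 agonist gamma-tri-DAP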
HIV peptide binding = inhibitors of HIV fusion peptide binding, primary screen, biochemical, uHTS, fluorescence dequenching (AID 1986); cell-free peptide binding, fluorescence dequenching, 30 min; higher % means a stronger effect; one-dose inhibition, % at 20 µM; IC50 in µM for titrated hits; actives 0.3% (n = 290,000); in the data active means inhibition mostly above about 52%, no sharp cut-off; inactive means mostly below about 76%; further: some results filed as inactive read as strong as hits
An asterisk follows results filed as active; ? = inconclusive; . = no result given; [ ] = dose if it differs, or a comment. Only part of the results is shown, so the mix of outcomes need not match the whole.

Structure | GPR55 beta-arrestin | KOR beta-arrestin-1 | GPR55 antagonists | Dengue-2 NS5 capping | GPR35 arrestin U2OS | KOR beta-arrestin-2 | West Nile antiviral | NOD1 NF-kB reporter | HIV peptide binding
Cc1ccc(N(CC(=O)O)S(C)(=O)=O)cc1Cl | 0.4% | -1.9% | 12% | -10% | 11% | -24% | 0.0% | -7% | 0.2%
COc1cc(/C=N\NC(=O)CN2CCOCC2)ccc1OCC(=O)Nc1ccc(C)c(C)c1 | -0.1% | -2.4% | 12% | -6% | 8% | -12% | 0.5% | 3% | -1.4%
O=C1CNC(=O)N1CC(=O)N1CCCc2ccccc21 | -0.1% | 1.0% | 8% | -1% | -1% | -6% | -0.3% | -2% | 7.2%
Cn1c(C(=O)NCCN2CCOCC2)cc2sccc21 | -0.4% | 2.4% | 11% | -7% | 1% | -12% | -0.5% | -22% | 0.6%
COC(=O)c1sccc1S(=O)(=O)N1CCCC(N(C)CCc2ccccn2)C1 (centres undefined) | 0.0% | 5.8% | -28% | -2% | -7% | -10% | -0.2% | 4% | 1.7%
CN1CCc2c1nc1ccccc1c2NC(=O)CN1CCCC1 | -0.2% | -3.1% | -1% | 1% | -23% | -15%[20 µM] | -0.9% | -34% | 2.0%
C=CCOc1ccc(/C=N/NC(=O)c2cc3c(OC)cc(OC)cc3[nH]2)cc1 | -0.1% | -4.8% | 5% | -4% | -7% | -25% | 0.2% | 1% | 0.5%
Cn1c(-c2sc3cc(C(F)(F)F)cnc3c2-c2ccccc2)n[nH]c1=S | -0.1% | 3.9% | 4% | -5% | 7% | -14% | -0.2% | -18% | 5.1%
COc1ccc(NC(=O)CC2C(=O)NC3CCCCC3N2C(=O)c2ccc(F)cc2)cc1 (centres undefined) | 0.4% | -1.6% | 7% | 4% | -9% | -1% | -0.1% | -22% | -1.8%
O=C(CCN1C(=O)c2ccc(Br)cc2C1=O)NC1CCCCC1 | 0.3% | 0.6% | 19% | -5% | -10% | 18% | 0.8% | -31% | -0.4%
Cc1nc2ccccn2c1-c1ccnc(=S)[nH]1 | -0.2% | 1.4% | -6% | -16% | 6% | 12% | -0.2% | 3% | -2.0%
COc1cc(C(=O)Oc2ccccc2/C=N/NC(=O)c2ccc(C)c(Cl)c2)cc(OC)c1OC | 0.2% | -2.6% | -3% | 0% | -4% | -13% | ? | -16% | -1.3%
COc1ccc(S(=O)(=O)N(CC(=O)NCc2ccncc2)c2ccc(C)cc2)cc1OC | -0.1% | -3.3% | 2% | 1% | 4% | 47% | 1.2% | -24% | -0.7%
CCOCCCNC(=O)c1c(-c2ccccc2)noc1C | 0.6% | 0.1% | -9% | -3% | 4% | -44% | -0.4% | -14% | 1.3%
COc1ccc(CN2CCNC(=O)C2CC(=O)N2CCCO2)c(OC)c1 (centres undefined) | -0.2% | 1.4% | 8% | 3% | 2% | -4% | -0.1% | -10% | -1.9%
O=C(NCCc1ccc(Cl)cc1)c1cc(S(=O)(=O)N2CCCCC2)c[nH]1 | -0.1% | -2.7% | -10% | -5% | -9% | -5%[20 µM] | -1.1% | -20% | 0.9%

An excerpt of these results, with two lines to a compound:
Values run as follows: GPR55 beta-arrestin | KOR beta-arrestin-1 | GPR55 antagonists | Dengue-2 NS5 capping | GPR35 arrestin U2OS | KOR beta-arrestin-2 | West Nile antiviral | NOD1 NF-kB reporter | HIV peptide binding
> COc1ccc(S(=O)(=O)N(CC(=O)NCc2ccncc2)c2ccc(C)cc2)cc1OC
 : -0.1% | -3.3% | 2% | 1% | 4% | 47% | 1.2% | -24% | -0.7%
> COc1cc(C(=O)Oc2ccccc2/C=N/NC(=O)c2ccc(C)c(Cl)c2)cc(OC)c1OC
 : 0.2% | -2.6% | -3% | 0% | -4% | -13% | ? | -16% | -1.3%
> COc1ccc(NC(=O)CC2C(=O)NC3CCCCC3N2C(=O)c2ccc(F)cc2)cc1 (centres undefined)
 : 0.4% | -1.6% | 7% | 4% | -9% | -1% | -0.1% | -22% | -1.8%

(continued)
Structure | GPR55 beta-arrestin | KOR beta-arrestin-1 | GPR55 antagonists | Dengue-2 NS5 capping | GPR35 arrestin U2OS | KOR beta-arrestin-2 | West Nile antiviral | NOD1 NF-kB reporter | HIV peptide binding
CC(NC(=O)Cc1ccccc1)C(c1ccccc1)N1CCOCC1 (centres undefined) | 0.3% | -4.4% | 9% | . | 11% | 5% | -1.0% | -32% | -1.8%
Cc1cc(=O)nc2c3ccccc3n(C(C)C(=O)NCCN3CCOCC3)n12 (centres undefined) | 0.0% | 0.8% | 13% | -8% | 17% | -20% | -0.3% | -9% | 0.7%
CCOC(=O)c1c(-c2ccccc2)oc2ccc(OCC(=O)O)cc12 | -0.1% | 3.0% | -9% | -2% | -8% | -12% | 0.0% | -6% | 2.4%
Cc1ccc(C(=O)COC(=O)CNC(=O)COc2ccccc2C)cc1C | -0.1% | 4.3% | 9% | 4% | 8% | -19% | -0.1% | 17% | 1.5%
CC(c1ccc(C(C)(C)C)cc1)S(=O)CC(O)CO (centres undefined) | 0.0% | -1.7% | -4% | -7% | 2% | 7% | -0.5% | -5% | -2.0%
COc1cc(COCC(O)CN2CCOCC2)cc(OC)c1OC (centres undefined) | 0.9% | 4.0% | 9% | -10% | -1% | 35% | -0.2% | 17% | -2.1%
CC(=O)C(C)Oc1ccc(Cc2ncc(C(F)(F)F)cc2Cl)cc1 (centres undefined) | -0.1% | 0.0% | 5% | -9% | 1% | -10%[20 µM] | -1.3% | -17% | -0.1%
COc1ccc(N(C(=O)c2ccco2)C(C(=O)NC2CCCCC2)c2cccs2)cc1OC (centres undefined) | 0.1% | 1.3% | 4% | 1% | -2% | 23% | -0.4% | -22% | 7.2%
COc1ccc(CN2C(=O)c3cccnc3C2O)cc1 (centres undefined) | 0.2% | 0.7% | 5% | -23% | 5% | -16% | -0.1% | 12% | -1.0%
C=CCOn1c(=O)c(-c2ccc(OC)cc2)[n+]([O-])c2ccccc21 | -0.3% | 2.7% | 1% | -8% | 6% | 28% | 0.0% | 2% | -0.9%
Cc1ccc(S(=O)(=O)Cn2nnnc2CN(Cc2ccco2)Cc2cccs2)cc1 | -0.1% | -2.1% | 9% | 2% | -12% | 18% | -0.3% | -18% | 5.8%
CCCOc1cccc(-c2cc(C(=O)N/N=C/c3cccnc3)c3ccccc3n2)c1 | -0.1% | -2.1% | 4% | 10% | -9% | -14% | 0.3% | -60% | -1.0%
Cc1ccc(S(=O)(=O)n2nc(OC(=O)C3CCCCC3)cc2N)cc1 | -0.2% | 4.2% | 6% | -4% | 5% | -30% | -0.1% | -27% | -1.1%
Cc1cc(C)c2c(c1)NC(C(=O)O)C1CC=CC21 (centres undefined) | 0.2% | -2.1% | -5% | . | -5% | -27% | -0.3% | -12% | 60%*
C=C(C)CSc1[nH]c(=O)cc(C)c1C#N | 0.4% | -2.8% | 6% | . | 21% | -24% | 0.1% | -42% | 0.9%
COc1cc(C(C(=O)NC2CCCCC2)N(C(=O)Cc2c[nH]c3ccccc23)c2ccc(C)cc2)cc(OC)c1OC (centres undefined) | -0.6% | 3.3% | 9% | -7% | -11% | 8% | -2.1% | -32% | -1.0%
O=C(c1ccc(Cn2cc(Cl)c([N+](=O)[O-])n2)cc1)N1CCN(Cc2ccccc2)CC1 | 0.2% | 1.4% | 7% | 1% | -5% | 0% | -0.9% | -8% | 0.4%
COCCNC(=O)c1cc(-c2ccc(-c3ccccc3)cc2)nc2ccccc12 | 0.0% | 3.4% | -2% | -5% | 1% | -2% | 2.2% | -39% | 2.0%
Cc1oc(C(C)(C)C)cc1C(N)=O | -0.4% | 1.7% | 6% | 2% | 6% | -11% | 0.3% | 28% | 0.1%
O=C(Cc1ccccc1Cl)Nc1cccc(S(=O)(=O)N2CCOCC2)c1 | -0.3% | -2.8% | 7% | -9% | -4% | 6% | -0.7% | -21% | 0.5%
O=C(Cn1c(=O)oc2ccccc21)N1CCCCC1 | -0.1% | -4.8% | 19% | 5% | 8% | 13% | 0.3% | 8% | -1.7%
C=C(C)CNC(=S)N/N=C/C1=CCC2CC1C2(C)C (centres undefined) | -0.1% | -6.2% | 10% | -4% | -8% | -4% | -1.0% | 26% | 0.5%
N#Cc1cccc(CN2CCCN(Cc3ccc(F)cc3)S2(=O)=O)c1 | 1.3% | -6.2% | 9% | 4% | 2% | 14% | -0.8% | -7% | -0.8%
Cc1oc2cc3oc(=O)c(CCC(=O)N[C@H](C(=O)O)C(C)C)c(C)c3cc2c1C | 0.3% | 1.3% | -8% | -2% | -3% | -22% | -0.2% | 18% | 0.4%
CCCCN1C2CCCC1CC(NC(=O)c1ccc(OC)c(OC)c1)C2 (centres undefined) | 0.2% | -5.2% | -1% | -10% | -8% | 5% | 0.1% | 9% | -1.5%
Cc1cc(-c2nnc(SCC(=O)Nc3ccc(C(F)(F)F)cc3)n2C)no1 | 0.1% | 7.2% | 8% | 3% | 21% | -8% | -0.5% | 3% | -0.3%
O=C(Nc1ccc(S(=O)(=O)Nc2ncccn2)cc1)C1=NN(c2ccccc2)C(=O)CC1 | -0.1% | 1.8% | 6% | 6% | -3% | 0% | 0.3% | -4% | 15%
CN1CCN(C(=O)c2ccc(COc3ccc(C(C)(C)C)cc3)o2)CC1 | 0.2% | 3.5% | 4% | -4% | -6% | -8% | -0.5% | 10% | -2.3%
C#CCOCCOCCOCCNc1nc(N2CCOCC2)nc(N2CCN(C(=O)[C@H](C)n3cc(CCCN=C(N)N)nn3)CC2)n1 | 0.1% | 2.2% | 3% | 5% | -1% | -34% | 0.0% | -32% | 0.4%
COC(=O)c1c(NC(=S)NN2CCOCC2)sc2c1CCCC2 | 0.1% | -2.5% | -2% | -9% | -2% | -6% | -0.7% | 3% | -1.5%
O=C(O)CC/C(=C\c1cc([N+](=O)[O-])ccc1Cl)c1nc2ccccc2s1 | -0.3% | -2.9% | 0% | 1% | 16% | -1% | 1.1% | -15% | 7.1%
CSc1c2c(nc3ncnn13)CCC2 | -0.2% | 2.5% | -4% | -1% | -11% | -16% | 0.5% | -25% | -1.7%
CC(C)/C=C/C(=O)N1CCC(N2CCC(C(=O)NCc3ccccn3)CC2)CC1 | -0.2% | -2.2% | -5% | 10% | 1% | 8% | -0.5% | 2% | 8.1%
COc1ccc(C(C(=O)NC(C)(C)C)N(Cc2cccnc2)C(=O)CCC(=O)Nc2cc(C)on2)cc1 (centres undefined) | 0.6% | -1.7% | 6% | -2% | -11% | 6% | 0.0% | -24% | -2.1%
